Tb MetRS inh: Trypanosoma brucei MetRS inhibition; actives 0.4% (n = 360,000); purified T. brucei MetRS, ATP depletion, Kinase-Glo luminescence; inhibition, % at 11.9 µM;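 active = inhibition above a per-plate cutoff of the control wells' mean inhibition plus 3 SD, cut at about 5.5% in these data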;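 also: 0% = DMSO wells median and 100% = median of wells with control inhibitor compound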
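technique = Kinase-Glo luminescence, ATP depletion format | system = purified MetRS (methionyl-tRNA synthetase) enzyme from Trypanosoma brucei | timing = 15 min preincubation, 2 h reaction, all 25 °C | evaluation = percent inhibition versus plate control medians | dosing = single dose, 11.9 µM final nominal, 0.9% final DMSO | also added = substrates ATP, L-methionine and bulk Escherichia coli tRNA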
STEP block: inhibitors of human striatal-enriched phosphatase STEP; inhibition, % at 20 µM; recombinant STEP, OMFP fluorogenic substrate, fluorescence; actives 0.25% (n = 360,000); P54829;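 active = inhibition at 20 µM, scaled per plate between control wells, above about 37%, limit read from the data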;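 also: 0% = DMSO with enzyme and substrate and 100% = substrate only without enzyme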
Target sequence (P54829 whole entry, looked up): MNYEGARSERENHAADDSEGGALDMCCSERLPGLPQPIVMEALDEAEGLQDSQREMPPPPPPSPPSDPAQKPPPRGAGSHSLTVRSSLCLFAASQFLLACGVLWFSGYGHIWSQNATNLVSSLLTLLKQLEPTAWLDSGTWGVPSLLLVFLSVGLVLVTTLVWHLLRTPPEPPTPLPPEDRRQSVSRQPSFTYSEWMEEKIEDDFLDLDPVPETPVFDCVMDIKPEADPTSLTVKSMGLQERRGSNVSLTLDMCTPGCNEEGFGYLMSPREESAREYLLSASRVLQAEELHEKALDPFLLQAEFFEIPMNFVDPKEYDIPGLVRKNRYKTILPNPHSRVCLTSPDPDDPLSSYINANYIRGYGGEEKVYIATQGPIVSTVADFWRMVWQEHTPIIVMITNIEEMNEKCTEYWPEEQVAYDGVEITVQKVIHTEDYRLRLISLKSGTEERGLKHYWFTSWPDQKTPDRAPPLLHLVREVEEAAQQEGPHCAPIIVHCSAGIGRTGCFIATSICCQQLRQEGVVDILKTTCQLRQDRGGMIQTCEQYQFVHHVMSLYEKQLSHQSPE
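material = STEP tyrosine phosphatase | reagent = fluorogenic phosphatase substrate OMFP at 25 µM final | doses = single compound dose of 20 µM, 1% DMSO final | schedule = 20 min reaction, room temperature, in the dark | measured by = fluorescence, 480/540 nm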
MsrA inh: inhibits bovine methionine sulfoxide reductase A; purified bovine MsrA, absorbance read-out; inhibition, % at 15.5 µM; actives 0.75% (n = 360,000); AID 651718; in the data active = inhibition above about 4.5%;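 also: 0% = vehicle wells with enzyme and 100% = reference inhibitor wells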
Scp1 inh: inhibitors of human Scp-1 phosphatase; Q9GZU7; Recombinant Scp1, phosphopeptide, malachite green phosphate absorbance; inhibition, % at 20 µM; actives 0.88% (n = 340,000); AID 493091;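 active = inhibition above about 50% at 20 µM, limit read from the data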;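 also: plate controls were DMSO wells with enzyme for no effect and wells lacking enzyme for full effect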
Target sequence (Q9GZU7 76-261 limits assumed): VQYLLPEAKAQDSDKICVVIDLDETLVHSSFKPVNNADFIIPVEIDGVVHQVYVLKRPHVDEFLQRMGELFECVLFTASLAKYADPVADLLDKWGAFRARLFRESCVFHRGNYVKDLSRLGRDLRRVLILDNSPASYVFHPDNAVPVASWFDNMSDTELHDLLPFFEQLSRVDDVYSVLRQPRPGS
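Test system – truncated SCP-1 phosphatase (76-261aa) · Reagent – Phosphorylated 17-residue peptide substrate · Incubation – 45 min room-temperature reaction, 5 min colour, 30 min stabiliser · Detection – colorimetric phosphate reagent with accelerator and stabiliser, absorbance at 630 nm · Measure – % inhibition at 20 µM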
DNMT1 inh: inhibitors of human DNMT1; inhibition (reported as % activation of signal), % at 10 µM; P26358; actives 0.83% (n = 360,000); DNMT1 molecular beacon, Hinp1I cleavage, fluorescence; AID 588458; in the data active = inhibition above about 50%
Rpn11 inh: inhibitors of human proteasome Rpn11; actives 0.59% (n = 360,000); human 26S proteasome, Ub4-pepOG fluorescence polarization; 20S core pre-blocked with epoxomicin; calls only at 20 µM;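 active = inhibition at 20 µM, scaled to each plate's controls, above about 33%, limit read from the data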
LMPTP block: blocks human LMPTP phosphatase; P24666; recombinant LMPTP-A, OMFP fluorogenic substrate, fluorescence intensity; inhibition, % at 20 µM; actives 0.22% (n = 360,000); AID 651560;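 active = compounds that cut the enzyme signal by at least half of the control window in the single-dose screen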;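 also: plate controls were DMSO wells with enzyme plus substrate for no effect and substrate without enzyme for full effect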
Target sequence (P24666 whole entry, looked up): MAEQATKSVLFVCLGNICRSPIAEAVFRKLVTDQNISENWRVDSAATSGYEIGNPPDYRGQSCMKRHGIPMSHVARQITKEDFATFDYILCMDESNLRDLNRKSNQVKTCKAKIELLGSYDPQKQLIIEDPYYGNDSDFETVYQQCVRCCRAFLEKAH
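Test system: LMPTP-A phosphatase enzyme. Amount: LMPTP-A at 0.625 nM final in the reaction. Reagent: OMFP substrate, 400 µM final. Times: 50 min at room temperature. Signal: endpoint fluorescence intensity from OMFP dephosphorylation. Read-out basis: % inhibition. Benchmarks: no-enzyme and uninhibited controls.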
CSN deneddyl inh: CSN deneddylation inhibition; Q92905; Purified CSN, SCF-Nedd8-OG deneddylation, fluorescence polarization; inhibition, % at 12.5 µM; actives 0.38% (n = 360,000); AID 651999;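 active = pattern-corrected inhibition above about 35%, with an unprinted fluorescence ratio check between 0.5 and 1.5, limit read from the data, passing the limit was not always enough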;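 also: 0% = enzyme with substrate and 100% = substrate without enzyme; some results filed as inactive read as strong as hits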
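Detection – fluorescence polarization · System – HEK293T-derived human Csn5 enzyme · Controls – substrate-only high control, full reaction low control · Timing – 90 min, room temperature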
SUMO1-SIM PPI: SUMO1-SIM interaction modulation. actives 0.33% (n = 360,000). inhibition, % at 20 µM. SUMO1 binding to a labelled peptide, TR-FRET, 1 h. AID 602429; in the data active = inhibition above about 37%
Target sequence (P63165 whole entry, looked up): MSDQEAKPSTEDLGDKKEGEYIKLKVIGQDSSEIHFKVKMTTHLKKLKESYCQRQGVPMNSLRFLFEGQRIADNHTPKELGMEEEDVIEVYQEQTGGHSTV
NadD block: inhibitors of Staphylococcus aureus NadD; purified NadD enzyme, colorimetric absorbance read-out; inhibition, % at 20 µM; actives 0.78% (n = 360,000); in the data active = inhibition above about 26%; also: some compounds past the cut are filed as inactive
Active calls of the source: *; i = inactive; / = not tested or not shown.

entry	molecule	Tb MetRS inh	STEP block	MsrA inh	Scp1 inh	DNMT1 inh	Rpn11 inh	LMPTP block	CSN deneddyl inh	SUMO1-SIM PPI	NadD block
1	Cc1ccc(-n2c(O)c(C=NCc3ccccn3)c3ccccc3c2=O)cc1	-0.5	-0.7	2.4	-1.1	-0.7	i	-2.0	-0.1	-13.9	-4.8
2	CCOC(=O)C1=C(CNCc2ccc(C)cc2)NC(=O)NC1c1cc(C)ccc1C (stereo not drawn)	-0.9	1.4	-0.4	-10.7	1.6	i	-0.3	0.5	-3.1	-3.5
3	CC(C)(C)c1ccc(C(=O)c2c[nH]c(C(=O)NCc3cccs3)c2)cc1	-1.5	-3.4	0.6	-4.5	15.7	i	0.5	4.8	-1.5	7.9
4	Cc1nnc(C)n1/N=C/c1cccs1	-0.4	-4.9	-0.3	-0.6	1.2	i	-1.2	3.6	-3.4	-4.8
5	CC1(C)CC(NC(=O)CC(c2ccccc2)c2ccccc2)CC(C)(C)N1	-0.1	3.0	-0.9	-6.2	3.4	i	0.1	2.6	0.0	-3.5
6	Cc1occc1C(=O)NNC(=O)c1ccc(S(=O)(=O)N(C)C)cc1	-0.2	-4.2	-0.5	-3.9	0.8	i	-0.5	1.6	3.0	9.6
7	CCOc1ccc(C(=O)CCN2CCCCCC2)cc1	-0.3	1.1	0.4	8.8	3.0	i	0.5	-1.2	2.7	-1.4
8	C=CCN(c1ccc(C(=O)Nc2ccc(C)cc2)cc1)S(C)(=O)=O	-0.7	-1.3	1.6	-10.9	-6.6	i	3.2	-11.2	4.2	-0.5
9	CCN(CC(=O)Nc1c(F)cccc1F)C(=O)CCCN1C(=O)c2cccc3cccc(c23)C1=O	-0.3	2.0	1.2	/	9.3	i	-0.2	0.7	-30.7	2.3
10	O=C(NNC(=O)c1cc2c(s1)CCCC2)c1ccccc1	-0.9	-1.8	0.8	-6.6	-2.1	i	-0.1	4.9	-0.8	-0.2
11	N#Cc1ccc(S(=O)(=O)Nc2ccccc2N2CCOCC2)cc1	-0.4	-0.7	-0.5	-5.7	1.3	i	-0.8	-3.5	-2.8	0.8
12	CCC(C)NC(=O)CSc1nc2c(sc(=S)n2Cc2ccco2)c(=O)n1-c1ccccc1 (stereo not drawn)	0.6	1.6	0.6	-8.0	-1.6	i	-0.2	-0.2	-2.7	8.3
13	COCCn1c(C)cc(C(=O)CN2CCCCC2)c1C	-1.9	2.0	0.2	-3.5	3.3	i	0.2	-5.2	3.1	-6.2
14	CCOC(=O)C1(C)CCCN(C(=O)c2ccc3ccccc3c2)C1 (stereo not drawn)	0.0	-0.9	-1.1	/	3.0	i	0.6	-0.1	-4.5	1.8
15	CC(C)=CCN1CCN(C/C(Cl)=C/c2ccccc2)CC1CCO (stereo not drawn)	-0.2	5.3	-0.7	-10.6	-2.1	i	3.7	-0.8	2.1	-7.1
16	COc1ccc(C(=O)c2[nH]c(N)c(C(=O)NCCc3c[nH]c4ccccc34)c2-c2ccc(Br)cc2)cc1	-1.5	/	1.1	/	/	/	2.1	-0.1	1.7	44.0*
17	O=Cc1ccc(OCc2ccc3ccccc3c2)cc1	0.0	1.4	-0.5	1.4	11.8	i	2.7	5.4	-0.5	-3.7
18	CC(C)Cc1nnc(NC(=O)CN2C(=O)NC3(CC(C)CC(C)(C)C3)C2=O)s1 (stereo not drawn)	-0.4	0.6	-0.7	-9.5	4.9	i	0.6	-1.7	-0.8	0.2
19	NS(=O)(=O)c1ccc(CNC(=S)Nc2ccc(Cl)c(Cl)c2)cc1	1.9	-0.6	1.6	-11.3	-7.7	i	0.1	-3.2	-3.1	-6.1
20	CCOC(=O)c1c(N)sc2c(OC)c(Br)ccc12	0.4	-2.0	0.7	-12.1	-2.3	i	4.5	6.0	3.0	-9.1
21	O=C1NC(=O)/C(=C\c2ccccc2OCc2cccc([N+](=O)[O-])c2)N1	0.5	-0.4	2.5	-8.0	2.6	i	7.0	4.4	-14.3	-9.0
22	CC(C)n1cc(-c2ccc(Cl)cc2)cc(C#N)c1=O	-1.2	-3.3	-0.7	-15.4	-0.7	i	2.6	4.8	-1.1	-7.0
23	CN(Cc1ccccc1)c1cc2c(c3c1ccn3C)C1CCC2O1 (stereo not drawn)	-0.4	-0.2	-0.5	/	-9.2	i	0.5	2.7	-4.8	-4.7
24	O=C(Nc1ccc(Nc2ccncc2)cc1)c1ccc([N+](=O)[O-])cc1	-0.2	2.3	2.0	-4.4	-2.6	i	14.9	-1.6	-36.1	-4.1
25	COc1cccc(/C=N/Nc2ncc(C(F)(F)F)cc2Cl)c1O	-0.9	-0.7	0.5	-2.7	0.1	i	2.9	-2.0	-7.9	-0.2
26	O=C(O)c1cccc2c1C(=O)N(CC1CCCO1)C2 (stereo not drawn)	-0.2	-1.3	0.1	-2.9	-1.8	i	-1.9	-3.5	-0.3	2.8
27	CCOc1ccc(N2CC(C(=O)NNC(=O)c3ccc(Br)cc3)CC2=O)cc1 (stereo not drawn)	-0.3	0.2	-1.8	3.6	9.8	i	1.1	1.8	2.4	-6.6
28	O=C(c1cc([N+](=O)[O-])[nH]n1)N1CCSCC1	-0.5	-0.6	2.0	0.3	-0.1	i	-0.7	3.7	2.3	-8.8
29	CCOC(=O)/C(C#N)=C\c1ccc(OC)c(OC)c1	-0.6	2.7	-1.6	-10.6	-0.7	i	0.9	0.2	-25.7	-9.7
30	CC(=O)NC(CC(=O)NCCOc1ccccc1F)c1ccccc1 (stereo not drawn)	0.6	-1.7	1.4	1.4	0.9	i	-0.4	1.0	-0.8	7.3
31	CC(=O)NC1=NN(C(C)=O)C(c2ccco2)S1 (stereo not drawn)	-1.9	-4.5	-0.2	-17.7	-5.8	i	1.3	-1.5	-2.3	1.0
32	NS(=O)(=O)c1ccc(CNC(=O)c2ccncc2)cc1	-0.4	-0.5	-1.0	-6.0	1.4	i	-1.2	2.4	-0.7	-9.3
33	Cc1coc2cc3oc(=O)c(CCC(=O)N[C@@H](CCCNC(N)=O)C(=O)O)c(C)c3cc12	-1.1	-0.3	1.1	8.4	1.6	i	-1.3	2.0	10.5	-2.5
34	CCOC(=O)c1ccc(N2C(=O)c3n[nH]c(-c4ccco4)c3C2c2ccc([N+](=O)[O-])cc2)cc1 (stereo not drawn)	1.4	5.9	-0.1	-24.9	-26.8	i	5.1	1.6	-10.9	26.0
35	CCC(CC)c1nnc(NC(=O)C2CC(=O)N(CCc3ccc(F)cc3)C2)s1 (stereo not drawn)	-0.7	29.5	-0.7	-5.3	-2.5	i	-0.8	2.2	-1.8	-0.2
36	CN(C)S(=O)(=O)c1cccc(NC(=O)c2ccc(NS(=O)(=O)c3cccs3)cc2)c1	-0.2	-4.1	-0.3	-4.6	-1.4	i	1.6	-0.8	3.0	-4.4
37	CC(C(c1ccc2c(c1)OCO2)c1c(N)n(C)c(=O)n(C)c1=O)[N+](=O)[O-] (stereo not drawn)	-1.0	-4.9	0.5	-3.1	5.7	i	-0.3	1.5	5.7	-1.3
38	Cc1c(NC(=O)Nc2ccc(Cl)cc2)c(=O)n(-c2ccccc2)n1C	-0.4	-1.5	-0.2	-4.5	-3.9	i	-1.5	4.5	1.3	1.4
39	COc1ccc(C2(CNC(=O)c3ccc(OCC(C)C)cc3)CCOCC2)cc1	-0.2	0.4	1.1	-14.6	-1.1	i	1.8	-9.2	-2.7	3.6
40	Cc1cc(C(=O)NCc2ccco2)sc1C	-0.2	-2.8	-0.6	-14.3	1.7	i	0.5	-2.1	4.4	-4.4
41	Cc1ccc2sc(N(CCN(C)C)C(=O)/C=C/c3cccs3)nc2c1C	-0.6	-2.1	1.9	7.0	-3.0	i	2.2	4.0	-5.9	-0.7
42	CC1CCc2c(sc3nc(CN4CCOCC4)nc(Sc4ccccc4)c23)C1 (stereo not drawn)	1.0	1.6	0.5	0.6	-3.5	i	2.9	0.0	0.4	1.8
43	COc1ccc(C2=Nn3c(nnc3-c3ccccc3F)SC2)cc1OC1CCCC1	0.1	5.0	2.3	1.9	-13.2	i	8.4	-4.5	-4.6	3.8
44	Cc1cc(C)nc(SCC(=O)Nc2nonc2N)n1	0.2	-0.1	0.7	-3.5	2.5	i	-1.6	2.3	2.4	-6.4
45	CC(C)CC1(C)NC(=O)N(CC(=O)N2C(C)CCCC2C)C1=O (stereo not drawn)	-0.5	-2.6	-0.3	-3.6	9.8	i	-7.9	-2.3	-18.9	4.3
46	COc1ccc(Nc2ncc(C(=O)O)c3ccccc23)cc1	-0.5	1.5	2.3	-3.4	-2.4	i	-1.2	-5.1	-3.0	-1.2
47	O=C(CCCCCCN1C(=O)c2ccccc2C1=O)N1CCC(c2ccccc2)C1 (stereo not drawn)	0.0	2.5	-0.9	0.2	-5.5	i	1.8	3.7	-8.1	2.9
48	Cc1cc(NC(=O)c2ccccc2C)ccc1NC(=O)c1ccccc1Cl	-1.3	-0.2	0.0	-6.2	0.7	i	-1.7	-1.1	0.1	-9.4
49	CN(C)c1ccc(C(CNC(=O)c2ccc(F)cc2)c2c[nH]c3ccccc23)cc1 (stereo not drawn)	-0.2	-1.5	0.7	0.7	-20.1	i	1.2	-1.9	2.2	2.5
50	Cc1ccc2[nH]c(=O)c(-c3nc4ccccn4c3NCc3ccco3)cc2c1	-0.9	-0.8	1.7	2.1	-2.8	i	1.5	-2.8	-6.1	2.8
51	C=CCN1C(=O)C(Cc2ccccc2)SC1=Nc1ccc(C(=O)O)cc1 (stereo not drawn)	-0.2	0.7	0.4	-15.3	3.4	i	-1.9	-3.4	3.2	-2.3
52	CCOc1ccc(NC(=O)CC2C(=O)N(c3ccc(OC)cc3)C(=O)N2CCc2cccs2)cc1 (stereo not drawn)	-0.3	-3.4	0.5	-6.5	-8.1	i	-1.4	1.0	0.1	-10.4
53	CCCCc1cc(=O)oc2cc(OC3CCCCC3=O)ccc12 (stereo not drawn)	0.0	1.4	-0.2	-4.2	-1.9	i	0.2	3.2	4.6	1.8
54	O=C(/C=C/c1ccc(Br)cc1)c1ccco1	-0.3	2.2	2.8	-8.9	6.8	i	1.1	20.6	-1.5	-4.5
55	O=C(CCC(=O)N1CCCC1)Nc1ccc(Cl)c(Cl)c1	-0.7	1.9	0.9	2.4	1.4	i	-1.1	3.8	-0.2	-0.8

An excerpt of these results, in transposed form.
51) C=CCN1C(=O)C(Cc2ccccc2)SC1=Nc1ccc(C(=O)O)cc1 (stereo not drawn)
49) CN(C)c1ccc(C(CNC(=O)c2ccc(F)cc2)c2c[nH]c3ccccc23)cc1 (stereo not drawn)

screen / no.	51	49
Tb MetRS inh	-0.2	-0.2
STEP block	0.7	-1.5
MsrA inh	0.4	0.7
Scp1 inh	-15.3	0.7
DNMT1 inh	3.4	-20.1
Rpn11 inh	i	i
LMPTP block	-1.9	1.2
CSN deneddyl inh	-3.4	-1.9
SUMO1-SIM PPI	3.2	2.2
NadD block	-2.3	2.5

High-throughput results deposited in PubChem by several laboratories.

This is a random part of the collection. Share with any hit: about 3.9%.
